BAP1 inh: inhibitors of BAP1 deubiquitinase, primary screen, biochemical, Ub-AMC fluorescence, kinetic; activity remaining (% of control), % at 20 µM; 0.48% of 72,000 active; recombinant BAP1, Ub-AMC hydrolysis fluorescence kinetic; hits give low values;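 active = activity remaining at or below 50% of control, provided the compound also passes the data quality filters; inactive = the rest, including low values that fail the filters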;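 also: 100% = DMSO wells rate and 0% = substrate alone blank rate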
Target sequence (Q92560 whole entry, looked up): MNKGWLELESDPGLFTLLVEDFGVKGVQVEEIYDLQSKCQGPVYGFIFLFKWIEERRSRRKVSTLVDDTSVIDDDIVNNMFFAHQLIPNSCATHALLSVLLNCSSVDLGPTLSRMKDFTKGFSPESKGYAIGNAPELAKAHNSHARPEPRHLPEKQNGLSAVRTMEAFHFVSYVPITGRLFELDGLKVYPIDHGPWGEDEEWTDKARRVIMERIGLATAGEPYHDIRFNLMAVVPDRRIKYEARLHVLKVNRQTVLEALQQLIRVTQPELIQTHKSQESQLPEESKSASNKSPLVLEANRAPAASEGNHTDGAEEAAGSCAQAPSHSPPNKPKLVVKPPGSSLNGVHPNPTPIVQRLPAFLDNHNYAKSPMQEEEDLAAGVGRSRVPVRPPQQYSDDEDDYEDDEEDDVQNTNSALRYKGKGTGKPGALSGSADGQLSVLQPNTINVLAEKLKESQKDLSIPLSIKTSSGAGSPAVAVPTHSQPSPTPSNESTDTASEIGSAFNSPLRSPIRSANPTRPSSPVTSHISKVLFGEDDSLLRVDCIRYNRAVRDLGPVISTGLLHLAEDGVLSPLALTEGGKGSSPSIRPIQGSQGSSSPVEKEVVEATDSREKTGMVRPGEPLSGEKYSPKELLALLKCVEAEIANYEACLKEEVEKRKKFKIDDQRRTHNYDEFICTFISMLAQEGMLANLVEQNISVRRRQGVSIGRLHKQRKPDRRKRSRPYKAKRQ
HePTP inhibitor: inhibitors of human HePTP phosphatase, primary screen, biochemical, absorbance, leukemia target | Tyrosine-protein phosphatase non-receptor type 7 (Homo sapiens), P35236 | recombinant HePTP phosphatase activity, OD absorbance | inhibition, % at 20 µM | 0.64% of 110,000 active; in the data active = inhibition above about 50%;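 also: plate controls were vehicle for no effect and reference inhibitor for full effect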
* marks the source's active call; other numbers are inactive results; / = not tested or not shown; & = joins results of further samples. Hits appear at their usual frequency, and some 0.95% of all compounds hit somewhere here.

BAP1 inh	HePTP inhibitor	SMILES
89	6	O=C1Nc2ccccc2C12OCC1(CO2)COC2(OC1)C(=O)Nc1ccccc12 (stereo not given)
/	7	O=C(O)c1ccc(-c2nc3sc4c(c3c(=O)[nH]2)CCCC4)cc1
95	0	O=C(NCCC1=CCCCC1)c1cnccn1
/	5	COc1ccc(C2=NN(c3ccccc3)C(c3ccccc3F)C2)cc1 (stereo not given)
112	9	COc1ccc(CN2CC(C(=O)NCCCN3CCN(Cc4ccccc4)CC3)CC2=O)cc1 (stereo not given)
98	5	O=c1c2ccccc2nc(-c2ccccc2)n1CCN1CCOCC1
/	102*	O=C1NC(=S)N(c2ccccc2F)C(=O)/C1=C/c1ccc(OCc2cccc(C(=O)O)c2)cc1
/	3	CSc1nc(N2CCN(CCO)CC2)c2sc3nc(-c4ccco4)c4c(c3c2n1)CCC4
114	-3	O=C(NCCCn1ccnc1)c1cn(-c2ccccc2)nc1-c1ccccc1
83	-5	COc1ccc(-c2nn3cnnc3s2)cc1OC
134	-2	C=CCOC(=O)C1=C(C)NC(SCC(=O)N(CC)CC)=C(C#N)C1c1ccco1 (stereo not given)
/	4	Cc1onc(-c2ccccc2)c1C(=O)Nc1ccc(Cl)cc1Cl
106	4	O=C(COC(=O)Cn1cnc2ccccc21)NCCc1ccccc1
/	2	CCOC(=O)c1ccccc1NC(=O)CN(c1ccc(Br)cc1)S(C)(=O)=O
/	18	O=C1OC(c2sc3ccccc3c2Cl)=N/C1=C/c1ccccc1
/	-18	COc1ccc(/C=C/C(=O)NCCCN2CCOCC2)cc1
/	5	CSc1ccc(/C=C/C(=O)c2cccc(N)c2)cc1
94	1	COC(=O)Cc1c(C)nc2nc(Cc3ccccc3)[nH]n2c1=O
91	/	CN(C)c1ccc(C2SCCN2C(=O)c2cc3ccccc3oc2=O)cc1 (stereo not given)
82	-2	COC(=O)c1ccc(CSc2nc3c(cnn3-c3ccc(F)cc3)c(=O)[nH]2)o1

Some of these compounds in order of length of the SMILES, ascending.
BAP1 inh	HePTP inhibitor	SMILES
95	0	O=C(NCCC1=CCCCC1)c1cnccn1
83	-5	COc1ccc(-c2nn3cnnc3s2)cc1OC
/	5	CSc1ccc(/C=C/C(=O)c2cccc(N)c2)cc1
/	-18	COc1ccc(/C=C/C(=O)NCCCN2CCOCC2)cc1
98	5	O=c1c2ccccc2nc(-c2ccccc2)n1CCN1CCOCC1
/	4	Cc1onc(-c2ccccc2)c1C(=O)Nc1ccc(Cl)cc1Cl
94	1	COC(=O)Cc1c(C)nc2nc(Cc3ccccc3)[nH]n2c1=O
/	5	COc1ccc(C2=NN(c3ccccc3)C(c3ccccc3F)C2)cc1 (stereo not given)
91	/	CN(C)c1ccc(C2SCCN2C(=O)c2cc3ccccc3oc2=O)cc1 (stereo not given)
/	2	CCOC(=O)c1ccccc1NC(=O)CN(c1ccc(Br)cc1)S(C)(=O)=O
134	-2	C=CCOC(=O)C1=C(C)NC(SCC(=O)N(CC)CC)=C(C#N)C1c1ccco1 (stereo not given)
112	9	COc1ccc(CN2CC(C(=O)NCCCN3CCN(Cc4ccccc4)CC3)CC2=O)cc1 (stereo not given)
/	3	CSc1nc(N2CCN(CCO)CC2)c2sc3nc(-c4ccco4)c4c(c3c2n1)CCC4
/	102*	O=C1NC(=S)N(c2ccccc2F)C(=O)/C1=C/c1ccc(OCc2cccc(C(=O)O)c2)cc1

New compounds follow
BAP1 inh	HePTP inhibitor	SMILES
/	-4	CCOc1ccc(N2C(=O)CC(NCc3cccnc3)C2=O)cc1 (stereo not given)
100	11	CC(C)CCOCC1CC2(CC(C)(c3csc(N)n3)OC2=O)C(=O)O1 (stereo not given)
90	-1	CCN1C(=O)c2ccc(C(=O)O)cc2C1=O
/	10	CCOc1ccc(/C=C2\C(=O)NC(=O)N(c3ccc(C)cc3)C2=O)cc1Br
115	6	Cc1cccc(-c2nnn(CC/C(N)=N/O)n2)c1
95	4	Cc1cccc(NC(=O)Cn2cnc3ccc(S(=O)(=O)N4CCC(C)CC4)cc3c2=O)n1
102	4	O=C(N1CCOCC1)N(Cc1ccco1)CC1CCCO1 (stereo not given)
109	/	O=C(Nc1cccc2c1C(=O)c1ccccc1C2=O)c1ccc(-c2ccccc2)cc1
86	-7	C=C(C)c1cccc(C(C)(C)NC(=O)NCCc2ccccc2)c1
59	-9	COC(=O)CCS(=O)(=O)c1ccc(Cl)c(Cl)c1
/	10	Cc1cc(/C=N/n2cnnc2)c(C)n1-c1ccc(Br)cc1
105	1	COC(=O)C(Cc1ccc(O)cc1)NC(=O)CCC(=O)Nc1ccc(S(N)(=O)=O)cc1 (stereo not given)
86	/	O=C(O)c1cc(=O)c2c(Cl)cc(Cl)cc2[nH]1
96	2	Cc1c(NC(=O)C(C)N2C(=O)c3ccccc3C2=O)c(=O)n(-c2ccccc2)n1C (stereo not given)
121	7	COC(=O)c1[nH]c2cc(OC)ccc2c1NC(=O)CN1CCC(C(N)=O)CC1
69	5	CCOc1ccccc1OCCOCCN1CC(C)OC(C)C1 (stereo not given)
107	2	O=C(NC1CCCCC1)C1CCN(S(=O)(=O)N2CCOCC2)CC1
91	-5&3	Cn1c(/C=N/c2nc3ccccc3[nH]2)nc2ccccc21
/	-3	CCc1ccc2oc(-c3ccc(NC(=O)c4ccccc4[N+](=O)[O-])cc3)nc2c1
100	/	Cc1onc(-c2ccccc2Cl)c1C(=O)OCn1nnc2ccccc2c1=O
/	3	COc1ccc(-c2nnc(SCC(=O)NCCOc3ccccc3)n2-c2ccccc2)cc1
/	-4	S=C(c1ccc(-c2ccc(Cl)c(Cl)c2)o1)N1CCN(c2ccccc2)CC1
80	5	CCc1nnc(NC(=O)C2CCCN2C(=O)NC2CCCCC2)s1 (stereo not given)
72	10	COc1ccc(C2CC(=O)c3cnc(NC(=O)c4cccc(OC)c4)nc3C2)cc1 (stereo not given)
66	5	O=S(=O)(Nc1nc2ccccc2nc1NCCN1CCOCC1)c1cccc(Cl)c1
98	6&8	COC(=O)c1c(C)oc2ccc(OC(=O)N3CCOCC3)cc12
/	-15	COc1ccc(N/C(C)=C\C(=O)Nc2ccccc2)cc1
67	7	S=C(c1ccc(-c2cc(Cl)ccc2Cl)o1)N1CCOCC1
/	10	O=C(NCCN1CCOCC1)C1CCCC1
101	-11	O=C(CN1CCC(n2nnc3cc(F)ccc32)CC1)Nc1ccccc1N1CCOCC1

3 compounds from above, arranged by the number in HePTP inhibitor, low to high.
BAP1 inh	HePTP inhibitor	SMILES
101	-11	O=C(CN1CCC(n2nnc3cc(F)ccc32)CC1)Nc1ccccc1N1CCOCC1
80	5	CCc1nnc(NC(=O)C2CCCN2C(=O)NC2CCCCC2)s1 (stereo not given)
72	10	COc1ccc(C2CC(=O)c3cnc(NC(=O)c4cccc(OC)c4)nc3C2)cc1 (stereo not given)

Further results follow.
BAP1 inh	HePTP inhibitor	SMILES
89	-10	CCC(CC)C(=O)Nc1cc(NC(=O)C(CC)CC)cc(C(=O)O)c1
94	-3	CN(C)c1nc(N)nc(-c2ccco2)n1
95	4	C=C(C)CSc1nnc([C@@H](NC(=O)OC(C)(C)C)C(C)CC)o1 (stereo not given in full)
114	3	CCCn1nnc(NC(=O)c2ccc(OCC)c(Cl)c2)n1
/	4	CCOC(=O)Cc1nnc(Nc2ccc(Nc3nnc(CC(=O)OCC)c4ccccc34)cc2)c2ccccc12
95	/	CCCNC(=O)N1CCN(c2ncccn2)CC1
/	-2	O=C(Cc1ccccc1)Nc1ccc(/C=C/C(=O)c2ccccc2)cc1
109	2	O=C(CN1CCC(O)(c2ccc3c(c2)OCO3)CC1)OC1CCCCC1
/	10	Cc1ccccc1NC(=O)CSc1cc(Cl)ccc1Cl
107	-5	CCC(Oc1ccccc1)C(=O)Nc1nnc(C(F)(F)F)s1 (stereo not given)
/	4	O=C(/C=C/c1ccccc1Cl)NC1CC2CCC1C2 (stereo not given)
115	-4	CCC(OC(=O)c1ccco1)C(=O)NCc1ccc(C)cc1 (stereo not given)
/	2	COc1cc(Br)c(/C=c2/sc3nc4ccccc4n3c2=O)cc1OC
132	5	CCOC(=O)c1c(NC(=O)CSc2nnc(C)c(=O)[nH]2)sc2c1CCC2
68	-8	O=C(CN1CCN(c2ccc(F)cc2)CC1)Nc1nnc(-c2ccccc2)s1
/	17	O=C(/C=C/c1cccc([N+](=O)[O-])c1)Nc1ccc2oc(-c3ccccc3F)nc2c1
92	8	Cc1cc(-n2nc(C)cc2C)nc(N)n1
/	-1	CS(=O)(=O)N(Cc1ccc(Cl)cc1)c1ccc(C(=O)N2CCN(c3ccccc3)CC2)cc1
/	0	COc1cccc(C(=O)Nc2ccc(N3CCN(C(C)=O)CC3)cc2)c1
/	-3	Cc1cc([N+](=O)[O-])ccc1-c1cc2ccccc2oc1=O
101	3	CCOC(=O)c1cccc(NC(=O)CN(C)S(=O)(=O)c2cnc[nH]2)c1
68	-1	O=C1CN(C(=O)c2ccc(Br)o2)C(c2ccccc2)c2cc(Br)ccc2N1 (stereo not given)
/	5	COc1ccc(-n2c(O)c(/C=C3\C=CC=N3)c(=O)[nH]c2=O)cc1
82	-5	Cc1onc(-c2ccccc2Cl)c1C(=O)Oc1cc(N)n(S(=O)(=O)c2ccc(F)cc2)n1
154	3	COc1ccc(C(=O)C2CCCCC2=O)cc1 (stereo not given)
/	-1	O=C(Nc1ccc2ccc3cccc4ccc1c2c34)c1ccccc1
120	1	CCN(CC)S(=O)(=O)c1cccc(C(=O)Nc2ccccc2)c1
/	6	CNC(=O)C(C)NC(=O)C12CC3CC(CC(C3)C1)C2 (stereo not given)
88	-2	Cc1ccc(-c2ccc(=O)n(CC(=O)NCCN3CCCCC3C)n2)cc1 (stereo not given)
/	-4	CC(=O)NC(NS(=O)(=O)c1ccccc1)(C(F)(F)F)C(F)(F)F
99	7	COc1ccc(N(C(=O)c2cccc(OC)c2OC)C2C=CS(=O)(=O)C2)cc1 (stereo not given)
/	8	COc1ccc(/C=C2\C(=O)NC(=O)N(c3ccccc3)C2=O)c2ccccc12
42*	5	O=C(CSc1nnc(COc2ccc3c(c2)CCCC3)o1)Nc1ccc(F)cc1
101	/	CCCS(=O)(=O)NCc1cn2cccc(C)c2n1
58	16	Cc1ccc(-c2cc(C(F)F)nc(N3CCC(C)CC3)n2)cc1
/	1	COc1ccc(C(=O)N2c3ccc(C)cc3C(Nc3ccc(C)cc3)CC2C)cc1 (stereo not given)
/	10	S=C1NCCOCCOCCOCCN1
/	10	COC(=O)C1=C(C)NC(C)=C(C(=O)OC)C1c1c(F)cccc1Cl
/	5	CC(CN1CCCCCC1)C(=O)c1ccccc1 (stereo not given)
69	0	CC(=O)N1CCc2c(sc(NC(=O)CN3C(=O)CCC3=O)c2C(N)=O)C1
/	4	O=C(Nc1ccccc1C(=O)O)c1cccc(S(=O)(=O)NC2CCCCC2)c1
93	-3&1	Cc1ccc(N2CC(C(=O)Nc3nccs3)CC2=O)cc1 (stereo not given)
120	6	Cc1cc(C)nc(-n2nc(C)cc2NC(=O)CN2CCc3ccccc3C2)n1
/	0	CCOC(=O)c1ccc2c(c1)nc(SC/C(O)=C(\C#N)c1nc3ccccc3[nH]1)n2CC
104	6	Cc1onc(-c2ccccc2)c1C(=O)Nc1cccnc1
109	15	Cc1cc(C)n(CC2CC(=O)N(c3ccc(Cl)c(Cl)c3)C2=O)n1 (stereo not given)
/	6	Cc1cccc(C(=O)Nc2cc(C(N)=O)cc(C(N)=O)c2)c1
105	/	Cc1ccc[n+](C(C)C(=O)c2ccccc2)c1 (stereo not given)
/	-5	O=C(c1cc2n(n1)C(C(F)(F)F)CC(c1ccccc1)N2)N1CCCc2ccccc21 (stereo not given)
/	6	O=C(O)c1ccccc1-c1ccccc1C(=O)Nc1ccc(-c2nc3ccccc3o2)cc1

Additional structures follow.
BAP1 inh	HePTP inhibitor	SMILES
93	-4	Cc1cnc(C(=O)OCC(=O)Nc2ccc(Cl)cc2Cl)cn1
/	6	Nc1ccccc1C(=O)Nc1ccc(C(=O)O)cc1
/	1	O=C(Nc1ccc(I)cc1)C1COc2ccccc2O1 (stereo not given)
82	-4	COc1ccc(NC(=O)C2OCCc3ccccc32)c(OC)c1 (stereo not given)
92	3	O=C(CN1CCOCC1)Nc1ccccc1-c1ccccc1
113	3	C=CCc1cccc2cc(C(=O)OCC(=O)c3ccccc3)c(=O)oc12
/	10	O=C(O)CCCC(=O)Nc1nc(-c2ccc(Cl)c(Cl)c2)cs1
98	5	O=C(NC1CCCCC1)C(c1ccncc1)N(C(=O)Cn1nnc(-c2cccs2)n1)C1CCCC1 (stereo not given)
112	4	COc1ccc(C(=O)N(CN2CCCC2=O)c2cc(C)on2)cc1OC
/	10	C=C(C)c1cccc(C(C)(C)NC(=O)N(Cc2ccccc2)Cc2ccco2)c1
/	-5	O=C1c2cccnc2C(=O)N1c1ccc(Oc2ccc(N3C(=O)c4cccnc4C3=O)cc2)cc1
60	3	Cc1ccc(NC(=O)CSc2nnc(-c3cnccn3)n2Cc2ccco2)cc1
/	3	CC(Oc1ccccc1)C(=O)Nc1ccccc1C(=O)O (stereo not given)
/	0	O=C(CCCN1C(=O)c2cccc3cccc(c23)C1=O)NC1CCS(=O)(=O)C1 (stereo not given)
51	10	Cc1ccc(C)c2[nH]c(=O)c(CN(Cc3ccco3)S(=O)(=O)c3ccc4c(c3)OCCO4)cc12

Compound activity as filed in PubChem BioAssay.
